Compound activity (PubChem BioAssay)
hiPSC survival – increases survival of single human iPS cells. hiPSC single-cell survival, ATPlite luminescence; 100% = ROCK inhibitor wells, 0% = DMSO. survival enhancement, % at 20 µM. AID 602274. actives 0.044% (n = 360,000); in the data active means survival enhancement above about 18%;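 further: cells exposed to compounds for 16 hours before the ATP read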
aDG glyco act – increases alpha dystroglycan glycosylation. Pro5-aDG cells, alpha-DG glycosylation AlphaScreen (IIH6); 0% Pro5, 100% B10-LARGE cell signal. activation, % at 10 µM. actives 0.22% (n = 360,000). AID 624168;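 active means activation of at least 8% versus controls, or a plate z-score of at least 8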;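 further: Pro5 are CHO cells carrying HIG-tagged alpha-DG that lacks glycosylation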
KKLEB cytotox – reduces viability of KKLEB cystic fibrosis airway cells; KKLEB CF airway cells viability, ATPlite luminescence, overnight; stronger effect = lower value; cells stimulated with P. aeruginosa culture filtrate; activity change (cytotoxicity), % at 5 µM; actives 0.36% (n = 360,000); AID 602141;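 active means corrected activity change at or below -50% at 5 µM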
Peg3 prom inh – inhibitors of Peg3 promoter | HeLa PEG-Prom luciferase reporter, luminescence, overnight | AID 588405 | actives 1.7% (n = 360,000) | inhibition, % at 20 µM;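 active means inhibition of at least 50% at 20 µM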
HIF-2a block – inhibitors of HIF-2a | 786-0 RCC cells HIF-2a reporter, luciferase luminescence, overnight | inhibition, % at 18.8 µM | actives 0.72% (n = 360,000);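 active means inhibition of the luminescence signal of 40% or more relative to plate controls, in a single-dose primary screen at 18.75 µM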
NR2E3 ag-1 – activates human NR2E3 receptor; Q9Y5X4; CHO-S Gal4-NCOR/VP16-NR2E3 two-hybrid, luciferase; inhibition of corepressor binding, % at 3.98 µM; actives 0.35% (n = 360,000); AID 602229;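 active means inhibition above the mean of all tested compounds plus 3 SD, cut at about 70% in these data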;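 further: 0% = DMSO with NR2E3 transfected cells and 100% = cells lacking NR2E3 construct; higher means lower luciferase signal from less NR2E3 corepressor binding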
Target sequence (Q9Y5X4 whole entry, looked up, the tested form may be a part): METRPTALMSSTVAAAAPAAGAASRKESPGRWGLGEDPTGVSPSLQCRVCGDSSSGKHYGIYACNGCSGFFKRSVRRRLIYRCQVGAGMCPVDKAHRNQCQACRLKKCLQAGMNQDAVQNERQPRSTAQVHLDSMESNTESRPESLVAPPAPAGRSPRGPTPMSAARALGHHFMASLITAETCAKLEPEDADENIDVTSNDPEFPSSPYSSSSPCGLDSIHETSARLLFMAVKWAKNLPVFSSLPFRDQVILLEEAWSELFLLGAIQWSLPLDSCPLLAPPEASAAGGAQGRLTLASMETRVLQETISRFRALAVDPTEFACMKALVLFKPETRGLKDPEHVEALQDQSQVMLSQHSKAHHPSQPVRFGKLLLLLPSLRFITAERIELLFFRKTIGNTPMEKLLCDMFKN
TWEAK Fn14 block – TWEAK-Fn14 signaling inhibition; TWEAK-stimulated Fn14 reporter cells, luciferase luminescence, 8 h; inhibition, % at 10 µM; actives 2% (n = 360,000); in the data active means inhibition above about 50%
CF NFkB inh – blocks PAF-induced NF-kB reporter in cystic fibrosis cells | KKLEB NF-kB-GFP reporter, GFP fluorescence overnight | inhibition, % at 5 µM | actives 0.86% (n = 360,000) | AID 588850;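 active means at least 50% inhibition at 5 µM, scaled per plate between neutral and stimulator controls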;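 further: PAF is a Pseudomonas aeruginosa culture filtrate used as stimulus; plate controls were PAF-stimulated DMSO wells for no effect and unstimulated DMSO wells for full effect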
Shn3 inh set2 – Schnurri-3 reporter inhibition in Clone20 osteoblasts; Clone20 osteoblast Shn3 3'UTR firefly luciferase, 24 h; inhibition, % at 12.5 µM; actives 0.52% (n = 360,000); AID 588674;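 active means mean inhibition of at least 75% with every replicate also reaching 75%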;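 further: 0% = median of neutral control wells and 100% = pilot-screen positive control compound; some compounds past the cut are filed as inactive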
MITF TRPM1 inh – reduces MITF-dependent TRPM1 promoter luciferase signal | inhibition, % at 12.5 µM | actives 0.83% (n = 330,000) | SK-MEL-5 TRPM1 promoter luciferase, 24 h;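 active means mean inhibition across replicates of 60% or more, whatever share of single replicates reaches that level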; further: values of inactives mirror those of a sister screen read the other way
NR2E3 ag-2 – NR2E3 (human) agonism; Q9Y5X4; AID 2300; actives 0.12% (n = 320,000); GST-NR2E3/biotin-RetCOR TR-FRET, 1536-well; inhibition of corepressor binding, % at 4.78 µM;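 active means percent inhibition above the cutoff of mean plus 3 SD of all tested compounds, set per screening campaign, cut at about 20% in these data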;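 further: 0% = DMSO wells and 100% = biotin wells as full block of FRET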
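System: GST-NR2E3 and biotin-RetCOR proteins; probe or stimulus: 7 nM biotin-RetCOR; doses: compound at 4.8 µM, single dose; schedule: Compound–protein incubation for 5 h at 4 °C; detection: time-resolved FRET; read-out: percent inhibition; controls: biotin wells as high control, 0.6% DMSO wells as low control; format: 1536-well plates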
* marks the source's active call; other numbers are inactive results; x = no result given.

Fields – hiPSC survival	aDG glyco act	KKLEB cytotox	Peg3 prom inh	HIF-2a block	NR2E3 ag-1	TWEAK Fn14 block	CF NFkB inh	Shn3 inh set2	MITF TRPM1 inh	NR2E3 ag-2
> O=S(=O)(NCc1cccnc1)c1ccc2c(c1)OCCO2
  0.5	0.0	14	-4	5	-1	-10	-1	15	1	1
> CN1CCN(CCCNC(=O)c2nnc(Cc3c(F)cccc3Cl)o2)CC1
  2.3	0.0	-4	21	9	-2	20	24	-10	11	8
> COC1=CC(=O)C=C(OC)C1(O)CC(C)=O
  1.7	0.5	-23	19	7	-10	13	6	0	6	x
> O=C(NCc1ccco1)C1(S(=O)(=O)c2ccccc2)CC=CC1
  -1.0	-0.2	-4	-22	-27	-58	-7	-6	-28	-2	6
> COC(=O)/C=C1/C(=O)N/C(=N\c2nc(C)cc(C)n2)N1c1ccc(OC)cc1
  0.1	-0.1	4	12	1	6	0	7	-20	14	-1
> Cc1ccc2nc(-c3ccc(F)cc3)nc(SCC(=O)NCC3CCCO3)c2c1 (stereo not given)
  -0.4	0.0	1	12	6	8	-34	3	-1	10	2
> O=C(Cc1cccs1)Nc1ccccc1
  -0.6	0.0	-2	-35	-46	-6	-18	-8	4	-20	x
> O=C(Nc1cccc(C(F)(F)F)c1)c1ccc2sc([C@@H]3O[C@H](CO)[C@H](O)[C@H](O)[C@H]3O)nc2c1
  4.0	0.2	19	-32	-26	-18	-6	-48	-10	x	x
> COCCCNCCOCCOc1ccc(C)cc1Br
  0.7	0.1	0	-2	2	11	30	4	4	-1	3
> O=C(NNS(=O)(=O)c1ccccc1[N+](=O)[O-])c1ccccc1[N+](=O)[O-]
  -0.6	0.0	-16	0	13	-16	-3	18	5	1	3
> NS(=O)(=O)c1cc(C(=O)OCC(=O)NNC(=O)c2ccccc2)ccc1Cl
  -0.5	0.1	-5	3	14	-6	-11	15	-5	0	0
> COc1ccc(CNc2ccc3c(c2)nc(C)n3C)cc1OC
  -0.3	-0.1	-2	-52	-130	-9	34	3	-46	-24	2
> Oc1ccc(-c2nc(-c3ccc(O)c(O)c3)cs2)cc1
  -0.4	0.3	-7	-140	-230	-3	-11	25	81	-4	1
> O=[N+]([O-])c1ccc(N(CC2CO2)S(=O)(=O)c2ccccc2)cc1 (stereo not given)
  -0.3	0.1	-6	9	-11	4	0	15	-9	-3	1
> CC(=NNC(=S)N1CC2CCC(CC2)C1)c1ccccn1
  -2.3	0.7	6	-106	-115	87*	-1	-11	86*	x	x
> O=C(Nc1ccc(Cl)cc1)OCc1cn(-c2ccccc2)nn1
  1.0	0.2	-16	1	5	-23	-21	-3	-1	-8	-3
> C/C(Cc1ccccc1)=N\NC(=O)CNC(=O)c1ccccc1
  -1.8	-0.1	3	8	6	-15	6	0	0	-11	-2
> CC(=O)Nc1ccc(S(=O)(=O)NNC(=O)COc2ccc(C)cc2)cc1
  -0.3	-0.1	5	11	13	5	-4	1	7	1	2
> Cc1nn(-c2ccccc2)c(C)c1NC(=O)COC(=O)Cc1ccccc1F
  -0.6	0.1	27	-18	11	-4	3	-16	3	4	0
> O=C(O)c1nnn(-c2cc(C(F)(F)F)cc(C(F)(F)F)c2)c1-c1ccccc1
  -0.3	0.5	-6	0	19	8	8	13	7	0	-4
> O=C(C1CCCN(S(=O)(=O)c2ccccc2)C1)N1CCCCCC1 (stereo not given)
  -0.9	0.1	1	6	5	7	6	-8	5	6	2
> O=C(c1ccco1)N1CCN(C(=O)N2CCCC2)CC1
  -0.5	-0.2	-34	4	15	3	9	-3	-2	4	-2
> COc1ccc(N(CC(=O)Nc2ccc3c(c2)OCO3)S(=O)(=O)c2ccc(F)cc2)cc1
  -1.5	0.2	4	4	-13	-8	5	3	10	5	2
> CCN(CC)c1ccc(C(=C2C=CC(=[N+](CC)CC)C=C2)c2ccc(S(=O)(=O)O)cc2S(=O)(=O)[O-])cc1
  -3.1	-0.9	-14	30	30	8	33	26	22	33	x
> COc1ccc(C(NCC(=O)NC(C)c2ccc(Cl)cc2)c2ccccc2)cc1 (stereo not given)
  0.3	0.2	0	7	26	-18	6	-9	5	-8	-1
> COc1cccc(NC(=O)N2CCCC(C(=O)NCc3ccc(F)cc3)C2)c1 (stereo not given)
  -0.8	0.2	-10	14	12	-12	0	-2	8	7	0
> CC[N+](C)(CC)CCC/C(=N/O)C(O)(c1ccccc1)c1ccccc1
  -0.6	0.0	-4	8	15	-5	5	9	2	x	0
> O=C(COc1ncnc2scc(-c3ccc(F)cc3)c12)NCc1ccco1
  -1.4	0.4	7	8	14	-27	-14	5	-7	14	2
> CCN(CC)Cc1cc2ccccc2c2c1COC2
  -0.2	-0.3	4	4	17	-20	-9	7	-24	5	1
> COC(=O)/C(=C/Nc1ccc(O)cc1)[N+](=O)[O-]
  -1.1	0.5	4	-6	12	-15	17	-5	3	7	2
> Cc1nnc(SCCn2c(N3CCCC(C)C3)nc3c2c(=O)n(C)c(=O)n3C)s1 (stereo not given)
  2.4	-0.1	-10	-10	9	-6	2	-5	-8	x	-2
> COc1ccc(/C=N/NC(=O)CCc2c(C)n[nH]c2C)cc1OC
  -0.2	0.0	-32	12	0	-3	-8	10	-27	-3	2
> CCN(CC(=O)Nc1ccc(N2CCOCC2)cc1)CC(=O)NC(C)(C)C
  1.4	0.4	3	9	15	-21	5	-3	2	-3	4
> Cc1ccc(NC(=O)CN(C)C(=O)COC(=O)CNS(=O)(=O)c2ccc(Br)cc2Cl)cc1
  0.0	0.0	-1	11	7	-7	-7	2	4	1	3
> O=C(NC1(C(F)(F)F)NC(=O)N(Cc2ccco2)C1=O)c1cccnc1 (stereo not given)
  -2.0	-0.1	-6	24	11	12	2	4	5	-6	-5
> O=C(CN1CCCCC1)Nc1cccc([N+](=O)[O-])c1
  2.5	-0.1	6	20	-2	-4	0	1	-40	2	-1
> COc1ccccc1OCCC(=O)OCC(=O)c1c(N)n(C)c(=O)n(C)c1=O
  -0.9	-0.2	4	16	21	-14	13	9	9	-4	-4
> C=CCOc1ccc(C2C(C(=O)c3ccco3)=C(O)C(=O)N2c2nnc(C)s2)cc1 (stereo not given)
  0.4	-0.2	14	-110	-139	-36	-16	-14	-39	-34	5
> CCOc1ccc(C(CCc2ccccc2)NC(=O)c2ccc(OC)c(OC)c2)cc1OCC (stereo not given)
  2.3	0.1	-1	12	5	-11	-4	-3	20	1	-1
> CS/C(N)=N/N=C/c1cc(Br)cc(Br)c1O
  0.0	0.1	8	-105	-104	-13	-12	2	-28	-26	2
> O=C(Cc1ccc(F)cc1)OCN1C(=O)c2ccccc2C1=O
  0.2	0.5	0	-7	4	-16	9	-15	14	-2	0
> COc1ccc(S(=O)(=O)N2CCOCC2)cc1NC(=O)c1ccc(OCC(C)C)c(OC)c1
  -1.8	0.0	-7	17	11	-13	-35	22	0	-4	4
> Cc1ccc(OC(=O)c2ccc3c(=O)n4c(nc3c2)CCC4)cc1
  0.2	0.0	6	-24	-15	-54	-26	-8	-18	-10	x
> COc1cccc(C(=O)Oc2cc(-c3ccccc3)no2)c1
  0.0	-0.2	-7	-3	12	0	4	0	2	4	-2
> Cc1[nH]c(=O)[nH]c(=O)c1S(=O)(=O)N1CCCC(C(=O)NCCc2ccc(Cl)cc2)C1 (stereo not given)
  -4.2	0.2	-8	7	12	14	-20	14	1	10	1
> Cc1ccc(S(=O)(=O)NC(CC(=O)NC2CCCC2)c2ccco2)cc1 (stereo not given)
  -2.6	0.0	3	4	14	-1	11	4	x	6	0
> COc1ccc(C(=O)NC2CCN(C(=S)Nc3cc(C)cc(C)c3)CC2)cc1
  -1.9	-0.4	-10	17	14	-21	7	11	-35	2	1
> CCc1cc(C(=O)Nc2nnc(C3CC3)s2)sc1C
  3.6	0.3	15	-190	-189	-50	8	-17	-21	-45	5
> CCCc1cc2c(cc1NC(=O)c1ccc(C(C)(C)C)cc1)OCO2
  2.3	-0.1	12	-97	-109	-18	-29	-12	-4	-7	-3
> COc1ccc(C(=NNc2ccccc2C(=O)O)c2ccc(OC)cc2)cc1
  2.0	0.0	12	9	-6	3	27	10	15	-4	-3
> COc1ccc(OC)c(NC(=O)NNC(=O)COc2ccc(-c3ccccc3)cc2)c1
  0.0	-0.1	3	1	-6	-12	10	2	-7	-3	2
> CCOc1ccc(CCNC(=O)Cn2ncn3nc(-c4ccc(OC)cc4)cc3c2=O)cc1OCC
  0.0	-0.1	0	-31	5	-3	-30	-8	-11	-6	1

Hits appear at their usual frequency; about 4.4% have a hit in one of these screens.
